High-throughput results deposited in PubChem by National Center for Advancing Translational Sciences (NCATS).
Tau fluor cs: counter-screen for tau fibril formation inhibitors. Potency, µM (titrated, usually from 57.7 µM), without a hit: at the highest dose activity change, negative = decrease. tau K18 P301L Alexa594 fluorescence, heparin fibrillization. AID 1463. 0.93% of 280,000 active; note: % is set by controls: 0 for no effect and ±100 for the full control effect; nearly all actives have a fitted effect of over 55% in size
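Human K18 P301L tau (15 uM unlabeled plus 0.24 uM Alexa 594-labeled, final) in 100 mM sodium acetate pH 7 was mixed with compound and 20 uM heparin and incubated 6 hr at 37 C.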
GAA inh: blocks human lysosomal alpha-glucosidase; purified human GAA, 4-MU-alpha-glucoside fluorescence; Potency, µM (highest dose often 76.9 µM), without a hit: at the top dose activity change, negative = inhibition, actives largely listed as inhibitors; 0.005% of 200,000 active;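 note: plate controls were uninhibited enzyme wells for no effect and no-enzyme background for full effect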
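qHTS format, compound range up to 77 uM. Human lysosomal enzyme at 4 nM, 400 uM 4-MU glucoside substrate, pH 5.0, 20 min room temperature; fluorescence after alkaline stop gives activity normalized to controls.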
GAA spleen mod: inhibits or activates alpha-glucosidase in human spleen homogenate | P10253 | human spleen homogenate, 4-MU-alpha-glucoside fluorescence | Potency, µM (doses to about 79.9 µM), for inactives: at the highest dose activity change, negative = inhibition, usual class: inhibitors | 0.006% of 240,000 active | AID 2112;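 note: 0% = enzyme with vehicle and -100% = no enzyme basal signal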
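Human spleen homogenate (1 ug) with 4-methylumbelliferyl-alpha-D-glucopyranoside (1 mM final) in 50 mM citrate/phosphate pH 5.0, 0.01% Tween-20; 40 min at 37 C. Stopped at pH 10; 4-MU fluorescence Ex 365/Em 440 nm; AC50 by Hill fit.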
Tau fibril ThT: tau fibrillization inhibition (ThT binding); recombinant tau K18 P301L, heparin-induced fibrillization, ThT fluorescence; Potency, µM (doses to about 57.4 µM), inactives show at the highest dose activity, negative = inhibition, most hits filed as inhibitors; 2.1% of 270,000 active; AID 1460; note: % is set by controls: 0 for no effect and ±100 for the full control effect; nearly all actives have a fitted effect of over 55% in size
Target sequence (P10636 561-689 P618L limits assumed): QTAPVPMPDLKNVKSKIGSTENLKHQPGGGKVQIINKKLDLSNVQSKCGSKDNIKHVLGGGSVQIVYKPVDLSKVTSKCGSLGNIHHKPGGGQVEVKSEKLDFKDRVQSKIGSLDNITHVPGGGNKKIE
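Heparin-induced (20 uM) aggregation of recombinant human K18 P301L tau, 15 uM unlabeled with 0.24 uM labeled, pH 7 acetate buffer, 6 hr at 37 C with compound. Fibrils quantified by 30 uM ThT fluorescence after 1 hr ambient incubation.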
HTT cytoprotect: cytoprotection in Huntington HTT-Q103 PC12 cell model | PC12 HTT-Q103 induced, cytoprotection, ATP luminescence, 40 h | Potency, µM (series often up to 56.4 µM), without a hit: cytoprotection (ATP increase), hits mostly activators | 0.14% of 230,000 active;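 note: % of control where 0% means no effect; nearly all actives have a fitted effect of over 45% in size; toxic huntingtin expression switched on by the ecdysone agonist tebufenozide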
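Stable PC12 Q103-GFP cells in serum-supplemented, phenol red-free DMEM; induction by tebufenozide at 100 nM final; compound dose series; cell viability quantified luminescently from ATP.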
GAA glycogen mod: GAA glycogen-cleavage inhibition or activation. recombinant GAA, glycogen substrate, Amplex Red glucose oxidase fluorescence. Potency, µM (doses to about 76.4 µM), for the others: at the highest dose activity change, negative = inhibition, usual class: inhibitors. P10253. 0.38% of 300,000 active;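 note: 0% = full enzyme reaction and -100% = no-enzyme basal signal; the screen sought inhibitors and activators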
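Natural-substrate format: glycogen cleavage by 4 nM human enzyme, glucose read by Amplex Red coupling (Ex 573, Em 610 nm). Normalized to enzyme and no-enzyme controls.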
GLA spleen mod: alpha-galactosidase A (human) modulation; P06280; human spleen homogenate, 4MU-alpha-Gal fluorescence, 40 min; Potency, µM (top dose mostly 80 µM), for the others: at the top dose activity change, negative = inhibition, hits mostly inhibitors; 0.008% of 240,000 active;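 note: 0% = enzyme with vehicle and -100% = no enzyme basal signal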
Target sequence (P06280 32-429 limits assumed): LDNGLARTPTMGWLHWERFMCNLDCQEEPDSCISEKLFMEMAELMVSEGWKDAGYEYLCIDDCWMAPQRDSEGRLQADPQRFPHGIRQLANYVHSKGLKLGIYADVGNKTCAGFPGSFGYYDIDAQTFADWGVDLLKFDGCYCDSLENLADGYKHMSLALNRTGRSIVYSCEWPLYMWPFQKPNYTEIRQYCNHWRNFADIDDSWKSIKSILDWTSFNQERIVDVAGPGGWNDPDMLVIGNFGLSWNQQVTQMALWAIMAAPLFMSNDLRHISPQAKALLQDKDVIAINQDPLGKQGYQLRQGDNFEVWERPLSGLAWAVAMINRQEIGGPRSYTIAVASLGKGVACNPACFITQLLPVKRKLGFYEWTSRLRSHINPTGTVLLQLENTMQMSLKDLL
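Human spleen homogenate (1 ug) as enzyme source, 4-methylumbelliferyl-alpha-D-galactopyranoside 1 mM final, citrate/phosphate pH 5.0 with 0.01% Tween-20. Compounds 40 min at 37C, NaOH/glycine stop; fluorescence Ex 365/Em 440, Hill-fit AC50.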
Tau FP inhib: blocks human tau fibril formation measured by polarization; 0.39% of 280,000 active; Potency, µM (highest dose often 57.7 µM), inactives show at the highest dose activity, negative = inhibition, actives largely listed as inhibitors; K18 P301L tau heparin fibrillization, Alexa594 FP, 6 h; note: % is set by controls: 0 for no effect and ±100 for the full control effect; nearly all actives have a fitted effect of over 55% in size
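Heparin (20 uM) drove fibril formation of recombinant tau K18 P301L, 15 uM unlabeled with 0.24 uM Alexa 594 label, for 6 hr at 37 C in 100 mM sodium acetate pH 7. Fluorescence polarization (555/632 nm) read 1 hr after 30 uM ThT.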
* hit, by the source's call; ? = inconclusive; / = not tested or not shown; [ ] = remark or other dose. Calls come from the whole dose curve; as a rule, active = well fitted curve in the direction sought with a large enough effect; inconclusive = small, poorly fitted or top-dose-only effect, or another doubt; inactive = no such curve, though single readings can be large; an effect the other way counts as inactive or inconclusive. Potency is the fitted concentration of half-maximal effect.

Values run as follows: Tau fluor cs	GAA inh	GAA spleen mod	Tau fibril ThT	HTT cytoprotect	GAA glycogen mod	GLA spleen mod	Tau FP inhib
Cc1ccc(-c2noc(CCC(=O)NCC3CCCO3)n2)cc1 (configuration not stated)
 : -2%	3%	3%	-10%	4%	9%	3%	0%
O=C(CSc1nnc(-c2cccs2)n1CC1CCCO1)c1cc2ccccc2o1 (configuration not stated)
 : -9%	4%	-4%	-24%	22%[10 µM]	1%	0%	3%
C/C(=N/OC(=O)c1ccc(C(F)(F)F)cc1)c1oc(C)nc1C
 : 1%	-3%	0%	?	12%[10 µM]	-2%	5%	6%
CC1(C)OC(C(O)(c2cccc3c2oc2ccccc23)c2cccc3c2oc2ccccc23)C(C(O)(c2cccc3c2oc2ccccc23)c2cccc3c2oc2ccccc23)O1 (configuration not stated)
 : 1%[11.6 µM]	/	5%[17.4 µM]	-1%[11.5 µM]	?	/	3%[17.5 µM]	-16%[11.6 µM]
CCN1CCN(c2cc(C)c3cc(NC(=O)/C=C/c4cccc(OC)c4OC)ccc3n2)CC1
 : 18µM*[quencher]	/	/	3.2µM*	/	10%[76.3 µM]	/	16%
CC1(C)CC(C(=O)Nc2nccs2)CCO1 (configuration not stated)
 : 1%	-6%	1%	-1%	-12%	5%	3%	-4%
COC(=O)c1c(NC(NC(=O)CC(C)C)C(Cl)(Cl)Cl)sc2c1CCC2 (configuration not stated)
 : -22%	-9%	-1%	?	7%[10 µM]	-8%	-1%	-9%
O=C(CSC(=S)N1CCOCC1)Nc1nc(=O)c2ccccc2s1
 : -2%	-5%	-4%	-15%	19%[10 µM]	-2%	5%	?
O=C(Nc1ccccc1C(=O)NCc1cccnc1)c1ccc(Cl)cc1Cl
 : -18%	?	0%	-3%	-14%[10 µM]	-3%	6%	-9%
O=C(c1ccc2ncsc2c1)N1CCN(c2ccc(O)cc2)CC1
 : -3%	-3%	1%	-13%	-27%	9.9µM*	2%	1%
Cc1ccc(C)c(NC(=O)CCC(=O)N/N=C/c2ccc3c(c2)OCO3)c1
 : -11%	-5%	-1%	-6%	-9%[10 µM]	11%	-1%	-1%
CCn1nccc1C(=O)Nc1cc(Cl)cc(Cl)c1
 : ?	3%	-11%	?	-1%[10 µM]	-8%	-7%	28µM*
CCCCSc1nnc2c(n1)OC(c1ccc(Br)s1)N(C(C)=O)c1ccccc1-2 (configuration not stated)
 : ?	/	/	?	/	-1%[76.3 µM]	/	0%
O=c1c2ccccc2nc(N2CCN(c3cccc(Cl)c3)CC2)n1-c1ccccc1
 : -18%	/	/	-14%	/	-11%[76.3 µM]	/	-5%
Cc1ccc(-c2n[nH]c(=S)n2/N=C/c2sccc2C)cc1
 : -20%	/	-10%	-6%	41%[10 µM]	1%	4%	-4%
CCn1ncc(Br)c1C(=O)Nc1ccc(Cl)cn1
 : -15%	0%	0%	-11%	-17%[10 µM]	4%	0%	-14%
O=C(CCCn1c(=O)[nH]c2cc(Cl)ccc2c1=O)NCC1CCCO1 (configuration not stated)
 : -10%	0%	-4%	-9%	26%[10 µM]	6%	2%	-9%
COc1cc(NC(=O)c2ccc(Br)o2)ccc1NC(=O)C(C)C
 : -7%	-8%	1%	-13%	-33%	-2%	9%	-1%
O=C(COC(=O)C1COc2ccccc2O1)NC(=O)NC1CCCC1 (configuration not stated)
 : -8%	6%	-13%	-7%	24%	1%	27%	-5%
C/C(=N\NC(=O)c1ccc(Br)cc1)c1cccc(NC(=O)c2cccnc2)c1
 : -11%	4%	-8%	?	-89%[inhibitor]	2%	-8%	-7%

Next records follow.
Values run as follows: Tau fluor cs	GAA inh	GAA spleen mod	Tau fibril ThT	HTT cytoprotect	GAA glycogen mod	GLA spleen mod	Tau FP inhib
CCN(CC)S(=O)(=O)c1cc(NC(=O)C(C)Nc2ccccc2N2CCOCC2)ccc1C (configuration not stated)
 : ?	-1%	-2%	-12%	-51%	-4%	4%	10%
CN1C(=O)/C(=C/c2cn(CC(=O)NCc3ccco3)c3ccccc23)NC1=S
 : ?	?	4%	13µM*	12%[10 µM]	-9%	1%	?
CCc1ccc(S(=O)(=O)c2cn(CC(=O)Nc3cccc(C)c3)c3ccc(Cl)cc3c2=O)cc1
 : -6%	/	/	6%	/	2%[76.3 µM]	/	-17%
CC(C)NC(=O)c1cc2nc(-c3ccco3)cc(C(F)(F)F)n2n1
 : -1%	-2%	-2%	-9%	-19%	1%	10%	-4%
O=C(CC1NCCNC1=O)Nc1ccc(Cl)c(Cl)c1 (configuration not stated)
 : 10%	-4%	-1%	3%	/	3%	0%	1%
CO/C=C/C#CC1(O)CCN(C)CC1
 : 5%	?	-5%	7%	0%	-7%	-4%	3%
COc1ccc(-c2ccc(N)[n+](CCCC(=O)O)n2)cc1
 : 3%	/	-7%	0%	?	/	8%	4%
CC1Cn2c(nnc2-c2cccc(N)c2)S1 (configuration not stated)
 : -10%	2%	-4%	-8%	2%	3%	-8%	-9%
CCOC(=O)c1ccccc1NC(=O)CN(c1cccc(OC)c1)S(C)(=O)=O
 : -15%	-3%	-3%	-12%	9%	6%	-2%	-17%
Cc1ccc(-c2nc(-c3cccs3)c(-c3cccs3)[nH]2)cc1
 : ?	/	/	-10%	/	14%[76.3 µM]	/	7%
COC(=O)c1c(NC(=O)c2ccco2)sc(C(=O)Nc2ccc(F)cc2)c1C
 : -7%	-4%	-3%	-7%	-20%[10 µM]	-7%	-4%	-1%
COc1ccc(CN2CCN(Cc3cn(C)nc3-c3ccccc3)CC2CCO)c(C)c1C (configuration not stated)
 : 0%	4%	-1%	-2%	1%[10 µM]	2%	-5%	-2%
Cc1[nH]c(=O)[nH]c(=O)c1NS(=O)(=O)c1ccc2c(c1)CCCC2
 : 1%	-4%	-6%	4%	14%	3%	13%	1%
Cc1ccc(NC(=O)CSc2n[nH]c(N)n2)cc1S(=O)(=O)N1CCOCC1
 : -11%	/	1%	-8%	17%[10 µM]	-4%	8%	1%
COc1cc(/C=C\C(=O)NCc2ccc3c(c2)cc(C)n3C)cc(OC)c1OC
 : -25%	-2%[15.4 µM]	-10%	-9%	/	-1%	-4%	10%
O=C(NCC1CCCO1)c1cnn2c1NC(c1ccccc1)CC2C(F)(F)F (configuration not stated)
 : -3%	-8%	-5%	-1%	3%[0.074 µM]	-7%	5%	6%
CCOc1ccc(-c2nc(SCC(=O)c3ccccc3)n[nH]2)cc1
 : -9%	/	/	-5%	/	-3%[76.3 µM]	/	-10%
O=c1nc(Nc2ccc(OCc3ccccc3)cc2)sc2ncccc12
 : 4%	-3%	6%	-8%	/	-1%	8%	-13%
CC(C)NC(=O)c1ccccc1NC(=O)C1CCCO1 (configuration not stated)
 : -5%	-28%	0%	-2%	-3%[10 µM]	1%	6%	-6%
Cc1nn2cc(-c3ccccc3)nc2[nH]c1=O
 : -15%	-2%	-1%	-17%	-4%	12%	-2%	-4%

The results go on:
Values run as follows: Tau fluor cs	GAA inh	GAA spleen mod	Tau fibril ThT	HTT cytoprotect	GAA glycogen mod	GLA spleen mod	Tau FP inhib
COc1cc(C=O)ccc1OS(=O)(=O)c1ccc(NC(C)=O)cc1
 : -22%	-1%	-9%	-17%	12%[0.074 µM]	-3%	-3%	-5%
COc1ccccc1-c1nnc(C2CCN(C(=O)c3ccccc3C)CC2)o1
 : -15%	/	/	-12%	/	-17%[76.3 µM]	/	-6%
O=C(CCC(=O)NC1CC1)Nc1nnc(C2CCCCC2)s1
 : 2%	-5%	0%	3%	16%[0.074 µM]	3%	-9%	5%
CN(C#N)c1nc(Cl)nc(Nc2cccc(Cl)c2)n1
 : -7%	5%	-1%	-12%	-29%[10 µM]	-5%	-17%	3%
Cc1cccc(C)c1NC(=O)C(=O)NCc1ccccn1
 : -1%	-12%	-7%	-2%	5%	3%	-3%	-6%
CCOc1ccc(CCNC(=O)C2CCN(C(=O)N(C)C)CC2)cc1OCC
 : -4%	3%	-1%	-7%	-16%[0.074 µM]	5%	2%	0%
O=C1c2cc(N3CCCC3)c([N+](=O)[O-])cc2C(=O)N1c1ccccc1
 : 3%	1%	-3%	-11%	-9%[10 µM]	-3%	-1%	-2%
CCN(C(=O)COC(=O)/C=C/c1ccccc1)C1CCCCC1
 : -5%	-3%	-2%	-9%	-4%[10 µM]	7%	3%	3%
COc1nc(OC)nc(N2CCC(C(=O)NCc3cccs3)CC2)n1
 : 3%	-3%	1%	0%	9%	-12%	-2%	-2%
Oc1c(CN2CCN(c3ccc(F)cc3)CC2)cc(Cl)c2cccnc12
 : ?	-7%	-11%	-20%	-35%	2%	7%	-1%
O=C(NCc1ccc2c(c1)OCO2)c1cc(S(=O)(=O)N2CCCCC2)ccc1F
 : -12%	-2%	0%	-1%	-14%	1%	5%	0%
COc1ccc(N2CCN(C(=O)CCc3ccc(S(=O)(=O)NCC(C)C)cc3)CC2)cc1
 : 5%	1%	0%	3%	10%[10 µM]	-13%	0%	2%
O=C(O)c1ccccc1C(=O)N(Cc1ccccc1)Cc1ccccc1
 : -9%	-8%	-9%	-17%	-50%[inhibitor]	-33%	-9%	11%
CN(/C(=N/S(=O)(=O)c1cccs1)c1ccccc1)c1ccccc1
 : -9%	5%	3%	2%	12%[10 µM]	-5%	2%	6%
CCNC(=O)c1cc(Cl)ccc1OC
 : 6%	11%	-4%	2%	/	-2%	2%	4%

Single records, as listed above.
`COc1ccc(-c2ccc(N)[n+](CCCC(=O)O)n2)cc1` in the list: Tau fluor cs: 3%; GAA inh: /; GAA spleen mod: -7%; Tau fibril ThT: 0%; HTT cytoprotect: ?; GAA glycogen mod: /; GLA spleen mod: 8%; Tau FP inhib: 4%
`O=C(CCCn1c(=O)[nH]c2cc(Cl)ccc2c1=O)NCC1CCCO1` (configuration not stated) in the list: Tau fluor cs: -10%; GAA inh: 0%; GAA spleen mod: -4%; Tau fibril ThT: -9%; HTT cytoprotect: 26%[10 µM]; GAA glycogen mod: 6%; GLA spleen mod: 2%; Tau FP inhib: -9%
